# Bioassay records: PubChem, several laboratories
# SMARCA2 activ: SMARCA2 (BRM) function activators, primary screen, cell-based, luminescence, high throughput; 1% of 370,000 active; activation, % at 9.1 µM; AID 652017, 2013; MG213 cells, MMTV-luciferase reporter, dexamethasone, overnight; in the data active = activation above about 7.8%;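 note: 0% = vehicle wells and 100% = reference activator wells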
# hcDAF-12 act: H. contortus DAF-12 nuclear receptor activators, primary screen, cell-based, luminescence, HEK293, lit1-tk-luc reporter. HEK293 hcDAF-12 lit1-tk-luc reporter; 0% DMSO, 100% Δ7-dafachronic acid. activation, % at 6.8 µM. 1.4% of 370,000 active;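 active = activation above the mean of all tested compounds plus 3 SD, cut at about 5.5% in these data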;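 note: 100% = response to 3 µM Δ7-dafachronic acid high control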
# NPR1 activator: GC-A stimulated cGMP production enhancers – HEK293 GC-A cells, cGMP TR-FRET, EC30 ANP, primary screen; Atrial natriuretic peptide receptor 1 (Homo sapiens), P16066; 0% at EC30 ANP, 100% saturating ANP; activation, % at 10 µM; 0.14% of 370,000 active; in the data active = activation above about 40%
# sPLA2-III inh: human group III sPLA2 inhibitors, primary screen, biochemical, QFRET, BODIPY PC-A2 liposome substrate. Group 3 secretory phospholipase A2 (Homo sapiens), Q9NZ20. QFRET BODIPY PC-A2 liposome hydrolysis, fluorescence. inhibition, % at 12.2 µM. 0.56% of 370,000 active. AID 743126, 2013;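 active = inhibition above mean plus 3 SD of compounds lying within the high and low control bounds, cut at about 19% in these data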;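 note: 0% = median of test compound wells and 100% = no enzyme DMSO wells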
# Target sequence (Q9NZ20 whole entry, looked up): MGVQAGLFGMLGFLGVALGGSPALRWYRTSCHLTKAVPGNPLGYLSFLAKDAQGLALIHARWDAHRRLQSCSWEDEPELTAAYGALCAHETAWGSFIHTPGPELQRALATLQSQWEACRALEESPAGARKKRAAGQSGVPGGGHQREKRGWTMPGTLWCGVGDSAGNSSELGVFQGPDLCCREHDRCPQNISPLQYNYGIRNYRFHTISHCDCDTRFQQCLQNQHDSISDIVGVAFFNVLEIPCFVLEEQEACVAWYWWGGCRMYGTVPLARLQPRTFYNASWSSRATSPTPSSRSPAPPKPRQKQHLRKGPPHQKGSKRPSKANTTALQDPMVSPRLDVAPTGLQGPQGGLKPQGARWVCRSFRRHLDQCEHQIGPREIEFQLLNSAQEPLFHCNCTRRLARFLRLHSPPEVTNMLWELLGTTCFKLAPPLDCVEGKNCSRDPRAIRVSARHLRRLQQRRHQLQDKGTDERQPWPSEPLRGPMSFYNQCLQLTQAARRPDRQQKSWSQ
# DAX1 inh-1: DAX1 (NR0B1) inhibitors on StAR promoter, primary screen, cell-based, luminescence, SF-1 (NR5A1), full-length DAX-1; HEK293T StAR-luciferase reporter, SF-1/DAX-1 repression relief; inhibition, % at 6.8 µM; 1.1% of 370,000 active; AID 652010, 2013;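 active = inhibition above the mean over all tested compounds plus 3 SD, cut at about 3.6% in these data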;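 note: 0% = DAX-1 cells with DMSO and 100% = cells lacking DAX-1 with DMSO; higher inhibition means more luminescence from relief of DAX-1 repression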
# GAA850 FXN act: FXN promoter activators, primary screen, cell-based, luciferase luminescence, HEK293 lucGAA850. 0.56% of 360,000 active. HEK293 lucGAA850 FXN promoter luciferase reporter, 24 h; percent of 10 µM SAHA response. activation, % at 6 µM;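 active = activation above the average of all compounds screened plus 3 SD, cutoff fixed separately per campaign, cut at about 7.5% in these data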;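 note: 0% = DMSO wells and 100% = 10 µM SAHA wells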
# hgDAF-12 ag: H. glycines DAF-12 receptor agonists, primary screen, cell-based, luminescence, HEK293, GAL4 fusion, UAS-luciferase. Nuclear hormone receptor DAF-12 (Heterodera glycines), GAL4 fusion. activation, % at 6.8 µM. 1.8% of 370,000 active. AID 687014, 2013. HEK293 GAL4-hgDAF12 UAS-luciferase reporter, agonist luminescence; normalized to butyrate control;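 active = activation above a cutoff set at the mean of all screened compounds plus 3 SD, cut at about 10% in these data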;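 note: 0% = DMSO wells and 100% = sodium butyrate wells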
# ssDAF12 agonist: S. stercoralis DAF-12 nuclear receptor activators, primary screen, cell-based, luminescence, HEK293, GRIP1 co-expression, lit1-tk-luc | Nuclear hormone receptor DAF-12 (Strongyloides stercoralis) | HEK293 ssDAF-12/GRIP1 lit1-tk-luc reporter; % of 3 µM dafachronic acid response | activation, % at 6.8 µM | 1% of 370,000 active;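 active = activation above the mean over all tested compounds plus 3 SD, cut at about 0.9% in these data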;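 note: 0% = DMSO-only wells and 100% = 3 µM delta7-dafachronic acid wells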
# KLK7 zymogen act: proKLK7 zymogen activators, primary screen, biochemical, fluorescence intensity; Kallikrein-7 (Homo sapiens), P49862; purified proKLK7, EDANS-DABCYL substrate fluorescence; 100% is mature enzyme control, 0% vehicle; activation, % at 7 µM; 0.9% of 370,000 active;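 active = activation above the mean of all tested compounds plus 3 SD, computed per campaign excluding outliers beyond control limits, cut at about 13% in these data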
# Target sequence (P49862 whole entry, looked up): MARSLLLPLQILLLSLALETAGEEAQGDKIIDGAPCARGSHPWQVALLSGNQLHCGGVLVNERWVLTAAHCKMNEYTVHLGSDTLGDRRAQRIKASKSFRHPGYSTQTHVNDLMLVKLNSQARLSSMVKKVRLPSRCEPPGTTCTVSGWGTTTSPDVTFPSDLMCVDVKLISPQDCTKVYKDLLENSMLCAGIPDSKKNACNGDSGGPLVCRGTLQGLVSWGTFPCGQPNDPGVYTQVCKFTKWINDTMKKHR
# DAX1 inh-2: DAX1 (NR0B1) inhibitors, primary screen, cell-based, HEK293, Gal4-DAX1, luciferase luminescence | Nuclear receptor subfamily 0 group B member 1 (Homo sapiens), P51843 | HEK293 Gal4-DAX1 luciferase reporter | inhibition, % at 6.75 µM | 0.99% of 340,000 active | AID 504766, 2011;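 active = inhibition above the mean over all tested compounds plus 3 SD, cut at about 4.2% in these data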;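 note: 0% = DAX1-transfected cells with DMSO and 100% = empty-vector control cells with DMSO; inhibition shows as a rise in luminescence from relieved DAX1 repression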
# Target sequence (P51843 207-470 limits assumed): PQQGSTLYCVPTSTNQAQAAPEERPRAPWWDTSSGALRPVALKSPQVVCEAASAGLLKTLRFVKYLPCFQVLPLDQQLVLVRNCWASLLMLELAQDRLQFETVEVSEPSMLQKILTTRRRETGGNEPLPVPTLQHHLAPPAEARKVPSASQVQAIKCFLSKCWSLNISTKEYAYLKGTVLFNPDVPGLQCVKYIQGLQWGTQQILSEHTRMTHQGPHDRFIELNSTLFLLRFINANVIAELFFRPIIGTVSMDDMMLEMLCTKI
# NPR2 activator: human GC-B receptor activators, primary screen, HEK293 GC-B cells, cGMP TR-FRET, EC30 CNP | 0% at EC30 CNP, 100% saturating CNP | Atrial natriuretic peptide receptor 2 (Homo sapiens), P20594 | activation, % at 10 µM | 0.11% of 370,000 active;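 active = activation at 10 µM reaching about 35% in either raw or pattern-adjusted values, limit read from the data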
# The depositor's hits bear a star; / = no result given.
SMILES,SMARCA2 activ,hcDAF-12 act,NPR1 activator,sPLA2-III inh,DAX1 inh-1,GAA850 FXN act,hgDAF-12 ag,ssDAF12 agonist,KLK7 zymogen act,DAX1 inh-2,NPR2 activator
O=C(Nc1ccc(S(=O)(=O)N2CCOCC2)cc1)C1CC(=O)N(c2ccc(F)cc2)C1 (stereo unspecified),-3,0.9,2,-8,0.0,1.6,1.7,-0.9,0.0,1.4,-2
O=C(CSc1nc(-c2ccccc2)nc2c1CCCC2)N1CCOCC1,-1,0.4,2,3,-0.1,0.3,-0.3,-1.0,-0.4,0.0,-1
CC(=O)n1cc([C@@H]2C=C(C(=O)N3CCN(Cc4ccc5c(c4)OCO5)CC3)O[C@H](OCCCCO)C2)c2ccccc21,-1,-1.9,-2,-32,-0.8,-0.7,-3.7,-1.7,1.1,-0.7,3
COc1ccccc1N(CN1CCCC1=O)C(=O)COc1ccccc1,-2,-1.4,1,5,-0.1,1.2,0.0,-0.5,-0.8,0.4,-1
CCN1CCc2c(OCc3ccc(C)cc3)cccc2C1=O,-1,-0.7,2,0,-0.1,0.3,-0.4,-1.9,0.1,-0.6,1
COc1ccccc1C(=O)N1CCC2CCN(C(=O)c3ccccc3)C2C1 (stereo unspecified),-1,-1.4,5,12,-0.9,/,-1.8,-1.2,-0.1,/,-6
O=C(Nc1ccc(N2CCCC2)c(Cl)c1)c1cccnc1,2,-0.6,8,-17,-0.8,1.9,2.5,-0.6,-4.0,0.3,4
COc1ccc(CNC2CCCc3ccccc32)cc1OC (stereo unspecified),-2,-0.5,-4,0,-0.7,-4.1,-0.8,-1.5,0.5,-0.8,-6
CC(=O)NC(C)(c1ccccc1)c1nc(/C=C/c2ccccc2)cs1 (stereo unspecified),-6,-2.7,-1,-12,-1.4,1.4,-3.6,-1.4,0.3,/,0
O=C(NCc1ccc2c(c1)OCO2)C1CCN(S(=O)(=O)c2ccc(F)cc2)CC1,-1,-1.0,5,-1,-1.6,-0.5,-0.6,-1.2,0.3,-0.3,3
COc1ccc(N2CCN(CC(=O)Nc3nc(C)cs3)CC2)cc1,4,-1.8,-2,6,-0.6,0.6,-1.1,-0.9,0.0,-0.2,-1
COc1ccc(OCCNC(=O)C(c2ccccc2)c2ccccc2)cc1,1,-1.9,-2,-9,0.0,-2.9,0.9,-1.3,-0.2,-0.7,-9
CCCCN(C(=O)c1ccc(COc2ccccc2)o1)c1c(N)n(CC(C)C)c(=O)[nH]c1=O,-4,-1.3,3,8,-0.9,0.0,-1.0,-1.1,-0.4,0.3,0
COc1ccc(C)cc1-n1nnnc1SCC(=O)NC(=O)NCc1ccco1,0,-0.1,0,-36,-0.3,-3.2,3.0,-1.0,0.2,-0.8,2
CCCOP(=O)(OCCC)C(NC(=O)C(C)(C)C)c1ccccc1 (stereo unspecified),0,-1.4,-9,10,-0.4,1.3,-2.1,-1.2,-0.2,-0.7,-8
COc1ccc(N2CCN(C(=O)CCN3C(=O)C4C5C=CC(C5)C4C3=O)CC2)cc1 (stereo unspecified),-1,-1.7,-1,8,0.1,-2.5,-3.4,-1.8,0.2,0.6,-2
CCC(=O)Nc1c(-c2ccc(C)cc2)c(=O)c2ccccc2n1C,4,0.0,3,-3,0.7,0.9,-0.4,-0.9,0.1,1.9,-4
CCCC(=O)N(CCN1CCOCC1)c1nc2c(C)ccc(C)c2s1,-1,3.7,-8,-2,0.2,0.2,0.1,-0.7,0.0,-0.4,-4
CC1C(=O)N(Cc2cn(CCC3OCCO3)nn2)CCS(=O)(=O)N1Cc1ccc(-c2ccncc2)cc1 (stereo unspecified),-2,-0.8,2,1,-0.5,-1.1,1.1,-1.4,0.4,0.9,3
Cc1cccc(Oc2cnn(C(C)(C)C)c(=O)c2Cl)c1,-2,-0.8,9,0,-0.6,-0.1,-2.4,-1.7,-0.2,-1.3,5
COc1cccc(OC)c1OCCNCCO,0,-2.8,2,-1,-0.1,-0.9,1.5,-0.5,0.3,0.8,0
CCOC(=O)N1CCN(c2c(NCCCOC(C)C)c(=O)c2=O)CC1,-5,-2.2,14,6,-0.8,-1.3,-1.1,-0.9,-0.1,-0.2,-2
CCCN1CCC(NC(=S)Nc2ccc(S(N)(=O)=O)cc2)CC1,0,0.4,0,-4,0.9,-1.2,0.3,-1.2,-0.5,-0.4,0
Cc1ccc(NC(=O)COC(=O)C2CC2)cc1Cl,0,-1.4,-1,13,-0.7,0.4,-1.7,-0.7,0.0,-0.1,-3
Cc1ccc(Cc2cnc(NC(=O)/C(C#N)=C/c3ccc(-c4ccccc4[N+](=O)[O-])o3)s2)cc1,-2,-0.8,0,0,0.4,-0.7,1.9,-1.0,-0.2,0.5,2

# Later entries:
SMILES,SMARCA2 activ,hcDAF-12 act,NPR1 activator,sPLA2-III inh,DAX1 inh-1,GAA850 FXN act,hgDAF-12 ag,ssDAF12 agonist,KLK7 zymogen act,DAX1 inh-2,NPR2 activator
Cc1ccc(C)c(NC(=O)C2CC(O)CN2C(=O)OCc2ccccc2)c1 (stereo unspecified),-1,1.6,0,8,0.2,0.6,-1.0,-1.1,-0.5,0.0,0
O=C(NCC1CCN(C(=O)C(=O)c2cccs2)CC1)c1ccc2ccccc2c1,4,-3.4,-3,-11,-2.6,/,0.8,-1.6,0.9,/,-4
Cc1ccc(S(=O)(=O)N2CCN(c3ncnc4sccc34)CC2)cc1,-3,-3.1,-2,-6,-7.7,-0.3,-6.0,-1.8,-0.3,-1.0,-3
OC1(Cc2ccccc2)CCNCC1,-2,0.4,2,-8,-0.4,-0.2,-1.6,-0.6,0.0,/,-1
COc1ccc(N2C(=O)C3[C@@H](C2=O)C2(Cl)C(Cl)=C(Cl)C3(Cl)C2(OC)OC)cc1 (stereo partly specified),1,-0.8,0,-16,-0.1,0.6,-2.8,-0.9,0.1,-0.3,0
COc1ccc(/C=N\NC(=O)CNC(=O)C2COc3ccccc3O2)cc1[N+](=O)[O-] (stereo unspecified),2,-2.7,2,0,-3.0,0.7,-2.4,-1.3,0.9,-0.3,-3
CC1(c2ccc3noc(-c4cccc(F)c4)c3c2)OCCO1,0,-1.4,2,-2,-0.2,-0.7,0.4,-1.4,-0.2,1.4,-2
Cc1cccc(N(CC(=O)NC2CCCCC2)C(=O)CCC(=O)Nc2nccs2)c1,0,0.0,-7,0,-0.2,-2.2,2.7,-0.9,0.0,-1.8,-6
CC1(C)CNC(=S)N1Cc1ccccc1,-2,-1.9,4,16,-0.2,-2.0,-3.2,-1.1,-0.6,4.3*,1
COc1ccc(S(=O)(=O)N2CCOC2CNC(=O)C(=O)NCCc2ccc(S(N)(=O)=O)cc2)cc1 (stereo unspecified),-2,-0.9,1,-7,-0.3,-1.1,0.6,-0.7,-0.5,-0.6,7
COC(=O)c1ccc2c(c1)C(=O)/C(=C/c1ccc(C)cc1)O2,-1,-0.9,-4,-1,-0.4,-1.2,-0.1,-1.1,-0.2,1.1,1
CC1CCN(C(=O)Cn2cc(S(=O)(=O)CC(=O)N3CCOCC3)c3ccccc32)CC1,-2,-1.8,1,2,0.2,-0.8,-0.3,-1.1,-0.2,0.4,0
Cc1ccc(C)c(-c2cc(C(=O)NN3CCOCC3)c3ccccc3n2)c1,0,-0.6,0,-5,-0.6,-0.2,-3.2,-1.0,0.3,2.0,8
CCCCN1CC(COCc2ccccc2)Oc2cc(Br)ccc2S1(=O)=O (stereo unspecified),-3,-0.5,0,-4,1.9,1.6,3.9,-1.2,0.2,0.9,1
COc1cc(OC)nc(Oc2ccccc2C(=O)Oc2cccc(C)c2)n1,-2,0.3,-28,-8,-0.1,-0.5,0.9,-0.4,-0.8,-0.8,-20
COc1cc([N+](=O)[O-])cc(/C=N/NC(=O)c2ccc(C)nc2)c1O,2,-0.1,0,-6,0.4,1.0,2.6,-0.9,-0.1,0.2,2
O=S(=O)(Nc1ccncc1Cl)c1cccc(Cl)c1Cl,1,-0.2,3,-23,0.2,0.7,-3.1,-1.9,0.2,-2.2,6

# Given with values under each structure: 9 of the compounds above.
# The line under a structure holds: SMARCA2 activ	hcDAF-12 act	NPR1 activator	sPLA2-III inh	DAX1 inh-1	GAA850 FXN act	hgDAF-12 ag	ssDAF12 agonist	KLK7 zymogen act	DAX1 inh-2	NPR2 activator
- CC1(C)CNC(=S)N1Cc1ccccc1
 : -2	-1.9	4	16	-0.2	-2.0	-3.2	-1.1	-0.6	4.3*	1
- COc1ccc(S(=O)(=O)N2CCOC2CNC(=O)C(=O)NCCc2ccc(S(N)(=O)=O)cc2)cc1 (stereo unspecified)
 : -2	-0.9	1	-7	-0.3	-1.1	0.6	-0.7	-0.5	-0.6	7
- COC(=O)c1ccc2c(c1)C(=O)/C(=C/c1ccc(C)cc1)O2
 : -1	-0.9	-4	-1	-0.4	-1.2	-0.1	-1.1	-0.2	1.1	1
- CC1CCN(C(=O)Cn2cc(S(=O)(=O)CC(=O)N3CCOCC3)c3ccccc32)CC1
 : -2	-1.8	1	2	0.2	-0.8	-0.3	-1.1	-0.2	0.4	0
- Cc1ccc(C)c(-c2cc(C(=O)NN3CCOCC3)c3ccccc3n2)c1
 : 0	-0.6	0	-5	-0.6	-0.2	-3.2	-1.0	0.3	2.0	8
- CCCCN1CC(COCc2ccccc2)Oc2cc(Br)ccc2S1(=O)=O (stereo unspecified)
 : -3	-0.5	0	-4	1.9	1.6	3.9	-1.2	0.2	0.9	1
- COc1cc(OC)nc(Oc2ccccc2C(=O)Oc2cccc(C)c2)n1
 : -2	0.3	-28	-8	-0.1	-0.5	0.9	-0.4	-0.8	-0.8	-20
- COc1cc([N+](=O)[O-])cc(/C=N/NC(=O)c2ccc(C)nc2)c1O
 : 2	-0.1	0	-6	0.4	1.0	2.6	-0.9	-0.1	0.2	2
- O=S(=O)(Nc1ccncc1Cl)c1cccc(Cl)c1Cl
 : 1	-0.2	3	-23	0.2	0.7	-3.1	-1.9	0.2	-2.2	6
